Compound activity from PubChem BioAssay.
West Nile virus CPE: West Nile virus antiviral activity, cell-based, CPE readout (AID 1621). West Nile virus-infected cells, CPE inhibition; higher % means a stronger effect. CPE inhibition, % at 10 µM; hits with a dose series show IC50 in µM. 290,000 compounds, 0.02% hits; in the data active = a potency from the dose series; inconclusive = CPE inhibition mostly from about 3.7% at the one dose, without a potency; inactive = the rest, 99 in 100 with CPE inhibition below about 2.2%; also: strong numbers were not always called active
Salmonella PhoP GFP: inhibitors of PhoP regulon expression, primary screen, Salmonella Typhimurium, GFP reporter (AID 1863); S. Typhimurium PhoP-regulated promoter GFP reporter, 4 h; higher % means a stronger effect; inhibition, % at 50 µM; hits with a dose series show IC50 in µM; 300,000 compounds, 0.16% hits;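 active = inhibition over 29.93%, a cutoff 3 SD above the screen mean, later confirmed by dose response; inconclusive = inhibition over 29.93% but no dose response follow-up; inactive = inhibition at most 29.93% or unconfirmed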;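 also: 0% = low Mg2+ inducing control and 100% = high Mg2+ repressing control; strong numbers were not always called active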
RSV antiviral HEp-2: inhibition of RSV-induced cytopathic effect – HEp-2 cells, primary 10 µM value included (AID 2391); HEp-2 cells, RSV-induced CPE inhibition; higher % means a stronger effect; CPE inhibition, % at 10 µM, or IC50 in µM where a hit was titrated; 310,000 compounds, 0.13% hits; in the data active = a potency from the dose series; inconclusive = CPE inhibition mostly from about 23% at the one dose, without a potency; inactive = the rest, 99 in 100 with CPE inhibition below about 21%; also: strong numbers were not always called active
K1F lysis inhibition: inhibition of K1F phage lysis, E. coli UTI89, bacterial capsule biogenesis inhibitors, alamar blue (AID 488966); E. coli UTI89 K1F phage lysis, alamar blue, 2 h; higher % means a stronger effect; one-dose inhibition, % at 100 µM; IC50 in µM for titrated hits; 340,000 compounds, 0.02% hits;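 active = phage lysis inhibition, versus mean bacterial control, above a set limit; inconclusive = no clear call, values can overlap the other calls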;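 also: capsule biogenesis inhibitors block K1F phage lysis so surviving cells raise fluorescence; higher fluorescence means more inhibition of phage lysis; actives were called in the ten point dose series up to 300 µM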
NTR1 agonist: NTR1-driven beta-arrestin-GFP spot formation – imaging, U2OS cells, high content, primary screen (AID 493036); P30989; 330,000 compounds, 0.17% hits; activation, % at 20 µM; agonist mode;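 active = activation at or above 40% of the spot to cytoplasm intensity ratio, with at least 20 cells analyzed; inconclusive = wells under 20 cells, flagged as cytotoxic or low count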;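 also: 0% = DMSO without peptide and 100% = 100 nM NTR1 peptide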
Target sequence (P30989 whole entry, looked up): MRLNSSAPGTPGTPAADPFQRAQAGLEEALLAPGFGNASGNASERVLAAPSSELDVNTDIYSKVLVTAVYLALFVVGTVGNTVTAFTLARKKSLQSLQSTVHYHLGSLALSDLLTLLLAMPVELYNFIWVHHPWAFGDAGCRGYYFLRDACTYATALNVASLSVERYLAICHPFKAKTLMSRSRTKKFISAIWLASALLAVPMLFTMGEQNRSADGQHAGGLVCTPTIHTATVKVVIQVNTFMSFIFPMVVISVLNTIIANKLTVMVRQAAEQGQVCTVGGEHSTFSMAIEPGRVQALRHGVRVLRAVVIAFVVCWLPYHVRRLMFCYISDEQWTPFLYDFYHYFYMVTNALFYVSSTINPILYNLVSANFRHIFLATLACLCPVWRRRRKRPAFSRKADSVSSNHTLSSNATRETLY
T cell modulator: T cell immune modulators affecting CD8 T cell-vesicle binding. 2C CD8+ T cell-vesicle binding, flow cytometry; stronger effect = lower value. calls only at 7 µM. 330,000 compounds, 0.068% hits. AID 2052;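 active = response, share of CD8 T cells binding vesicles, and their 90th percentile fluorescence all below set limits, cut at about 80% in these data, passing the limit was not always enough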
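Incubation: binding step 1.5 h, 37 °C, antibody labelling 20 min, ice; system: murine 2C transgenic CD8+ T lymphocytes; technique: cytometric PE anti-B7-1 and Alexa647 anti-CD8 signals after 1% paraformaldehyde fixation; also added: QL9-charged Drosophila Ld/ICAM-1/B7-1 vesicles; control set: naked versus QL9-loaded vesicles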
Rac1 GTP hydrolysis: MgcRacGAP GTPase-activating activity inhibitors, confirmation, biochemical, ADP Hunter fluorescence; MgcRacGAP-stimulated Rac1 GTP hydrolysis, ADP Hunter fluorescence; higher % means a stronger effect; GST-tagged Rac1 F28L mutant substrate; inhibition, % at 30 µM; hits with a dose series show IC50 in µM; 340,000 compounds, 0.6% hits;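 active = first-screen hits whose inhibition reached a set limit at any dose in the follow-up dose series; inconclusive = inhibition above the set first-screen limit but never retested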;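 also: fluorescence reports GDP produced by GAP-driven GTP hydrolysis; strong numbers were not always called active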
SV40 large T antigen: TAg ATPase/helicase activity blockers – biochemical (AID 1903) | SV40 large T antigen ATPase/helicase inhibition assay; higher % means a stronger effect | 310,000 compounds, 0.39% hits | one-dose inhibition, % at 20 µM; IC50 in µM for titrated hits; in the data active = a potency from the dose series; inconclusive = inhibition mostly from about 32% at the one dose, without a potency; inactive = the rest, 99 in 100 with inhibition below about 32%; also: strong numbers were not always called active
Dengue-2 NS5 capping: Dengue-2 NS5 methyltransferase inhibitors, primary screen, biochemical, confirmation dose response (AID 588689). 340,000 compounds, 0.3% hits. one-dose inhibition, % at 25 µM; IC50 in µM for titrated hits. Dengue-2 NS5 methyltransferase capping enzyme assay, biochemical; higher % means a stronger effect; in the data active = a potency from the dose series; inconclusive = inhibition above about 29% without an active follow-up result
T cell modulator vesicle-bound %: also measured in T cell modulator; calls as there; double positive events, %; measured here: CD8+ vesicle-bound cell fraction;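 binding gate set so that unloaded-vesicle control wells show 10% double positive cells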
NTR1 agonist cell count 20 µM: recorded beside NTR1 agonist, whose call it bears; cell count; measured here: cell count, cytotoxicity flag
Dengue-2 NS5 capping pilot replicate: further read-out of Dengue-2 NS5 capping, marked with its call; inhibition, %; measured here: pilot screen replicate inhibition
Numbers without * were called inactive; i = inactive; ? = inconclusive; . = not tested or not shown; [ ] = remark or other dose.

SMILES	West Nile virus CPE	Salmonella PhoP GFP	RSV antiviral HEp-2	K1F lysis inhibition	NTR1 agonist	NTR1 agonist cell count 20 µM	T cell modulator	T cell modulator vesicle-bound %	Rac1 GTP hydrolysis	SV40 large T antigen	Dengue-2 NS5 capping	others
CCOCCCN(C(=O)CCC(=O)Nc1cc(C)on1)C(C(=O)NC(C)(C)C)c1ccccc1Cl (stereo not given)	-0.2%	1%	2.3%	0.1%	-1.3	51	i	15	6%	5%	2%
CC(C)Cn1c(=O)[nH]c2ccccc21	0.1%	1%	-0.6%	0.7%	0.9	35	i	38	15%	-2%	1%
O=C(O)CCCCCN1C(=O)C(O)=C(C(=O)/C=C/c2ccccc2)C1c1cccc([N+](=O)[O-])c1 (stereo not given)	0.0%	9%	-0.8%	-0.8%	0.6	30	i	62	7%	8%	7%
O=C(O)c1cccc(N=C2NC(=O)C(CO)(CO)S2)c1	0.0%	1%	0.3%	-1.3%	1.3	56	i	55	8%	6%	-4%
Cc1ccc(C(=O)N/N=C\c2cc3c(cc2Br)OCO3)cn1	0.2%	1%	1.2%	0.4%	-0.2	50	i	20	9%	8%	-7%
CC1(C(=O)NC2CCCC2)CCC(=O)N1Cc1ccccc1Cl (stereo not given)	-0.9%	-12%	1.9%	0.1%	0.0	94	i	13	5%	3%	-2%
CCOc1ccc(Nc2ncnc3c2cnn3-c2ccccc2)cc1	.	3%	1.2%	0.2%	-1.9	50	i	29	2%	14%	-1%
COc1ccc(CNc2ccc3c(c2)CCC3)cc1Br	-0.5%	6%	1.5%	-0.4%	-1.8	64	i	57	3%	3%	-6%
CCC1(CC)Nc2ccccc2C(=O)N1c1ccc(NC(C)=O)cc1	0.1%	-6%	1.8%	0.1%	-1.1	41	i	13	11%	13%	3%
S=c1[nH]ncn2c1cc1oc3ccccc3c12	-0.1%	-5%	2.3%	0.5%	-1.3	59	i	42	1%	7%	2%
C/C(=N\NC(=O)C(C)Nc1cccc(Cl)c1)c1ccc([N+](=O)[O-])cc1 (stereo not given)	-0.9%	3%	3.7%	-1.1%[50 µM]	1.0	58	i	53	-6%	6%	5%
Cc1nn(CC(=O)Nc2nnc(C(C)C)s2)c(=O)c2ccccc12	0.7%	-2%	1.9%	0.2%	1.1	97	i	43	5%	-6%	-6%
O=C(COC(=O)c1ccccc1[N+](=O)[O-])Nc1nnc(-c2ccccc2)o1	.	0%	0.6%	1.6%[50 µM]	1.2	62	i	44	3%	5%	-5%
CCc1ccc(CN(C)C(=O)C2CCC(=O)N(CCCN3CCCC3=O)C2)cc1 (stereo not given)	-0.4%	3%	1.0%	0.4%	0.7	55	i	9	8%	17%	-2%
COc1cc(/C=N/n2cnnc2)ccc1OCc1ccc(C)cc1	0.0%	-5%	0.2%	-0.1%	0.6	58	i	8	10%	-4%	-2%
COc1ccc(C(=O)NC2CCN(CC(=O)NCc3ccccc3)CC2)cc1	-0.7%	7%	0.9%	-0.1%	0.3	56	i	33	6%	7%	4%
S=C(NCc1ccco1)Nc1ccc(Cl)cc1Cl	-1.2%	1%	1.0%	3.8%	-1.6	60	i	47	14%	10%	-7%
NC(=O)CN(N=Nc1cccc([N+](=O)[O-])c1)c1cccc([N+](=O)[O-])c1	-0.1%	1%	0.0%	0.7%	3.8	87	i	62	1%	1%	0%
Nc1ccn(Cc2ccccc2F)n1	0.4%	-7%	3.0%	0.4%	1.5	58	i	39	2%	18%	-8%
Cc1noc(C)c1COC(=O)CCC(=O)c1ccc(F)cc1	0.1%	8%	0.0%	2.8%	-2.6	61	i	54	0%	4%	6%
O=c1c(S(=O)(=O)c2ccc(Cl)cc2)cn(Cc2ccccc2)c2ccc(F)cc12	-1.3%	-2%	3.0%	4.6%	0.7	52	i	31	2%	2%	-4%
COc1ccc(C)cc1S(=O)(=O)Nc1cccc(SC)c1	-0.3%	-2%	1.5%	1.1%	1.2	48	i	52	13%	6%	3%
COc1ccc(N(CC(=O)NC(C)C)S(=O)(=O)c2ccc(NC(C)=O)cc2)cc1	-0.3%	-5%	-1.3%	1.9%	-0.5	52	i	22	3%	3%	1%
Cc1nc2sccn2c(=O)c1Cl	0.3%	-2%	-0.4%	5.4%	0.9	41	i	45	0%	2%	-1%
COc1ccc(NC(=O)COc2cccc(-n3cnnn3)c2)cc1Cl	.	3%	-1.2%	1.8%[50 µM]	-1.2	71	i	28	0%	12%	-3%

Next entries.
SMILES	West Nile virus CPE	Salmonella PhoP GFP	RSV antiviral HEp-2	K1F lysis inhibition	NTR1 agonist	NTR1 agonist cell count 20 µM	T cell modulator	T cell modulator vesicle-bound %	Rac1 GTP hydrolysis	SV40 large T antigen	Dengue-2 NS5 capping	others
CC(C)CN(CCC(=O)O)CC(C)C	-0.5%	-4%	-0.9%	0.0%	4.9	98	i	45	4%	10%	3%
CCOC(=O)c1c(CNc2ccncc2)n(C)c2cc(Br)c(O)cc12	0.1%	2%	0.7%	0.5%	-0.3	45	i	48	23%	18%	-4%
COc1cc(C(=O)NNC(=O)CCOc2ccccc2)cc(OC)c1OC	.	.	.	4.5%	1.1	54	i	48	-2%	.	2%
O=C(Cn1ncn2nc(-c3ccccc3)cc2c1=O)NCc1ccccn1	-0.6%	-5%	5.3%	0.7%	0.7	60	i	11	11%	4%	-3%
O=S(=O)(c1cccc(C(F)(F)F)c1)N1CCC(O)(c2cccnc2)CC1	-0.6%	4%	1.0%	2.7%	0.8	68	i	32	8%	15%	-7%
Cn1c(SCC(=O)NC2CCCCC2)nnc1-c1ccccn1	-0.5%	-3%	1.5%	0.0%	-0.2	57	i	74	7%	1%	-7%
CC(=O)N(CN1C(=O)c2ccccc2C1=O)c1cccc(C)c1	0.6%	-8%	0.1%	0.4%	0.2	77	i	6	0%	2%	1%
COc1ccc(S(=O)(=O)N2CCN(CC(=O)c3[nH]c(C)c(C(C)=O)c3C)CC2)cc1OC	.	.	1.8%	0.9%[50 µM]	-0.5	60	i	41	5%	.	-7%
Cc1ccc(-n2nc(C)c3c(C)c(CCC(=O)O)c(C)nc32)cc1	1.1%	-6%	10%	0.1%	-1.3	73	i	25	9%	5%	1%
N#Cc1c(N2CCOCC2)nsc1-c1ccccc1	-0.1%	-14%	-0.6%	0.8%	4.2	52	i	35	10%	2%	-3%
C/C(=N/Oc1nc(C)cc(C)n1)c1ccc(F)cc1	0.0%	1%	0.7%	0.3%	-1.0	32	i	15	10%	2%	3%
CN1CCCN(C(=O)c2cc(=O)[nH]c3ccccc23)c2nc3ccccc3nc21	-0.5%	5%	3.0%	-0.1%	-0.8	82	i	14	5%	-1%	-1%
CCOc1ccc2oc(C(=O)N(CC)CC(=O)Nc3c(F)cccc3F)c(C)c2c1	.	4%	6.9%	1.0%[50 µM]	2.9	72	i	54	7%	4%	5%
CCCCSc1nc2sc3c(c2c(=O)n1-c1ccc(C)cc1)CCN(C)C3	-1.5%	-6%	?	0.4%[50 µM]	22	83	i	26	9%	13%	-18%
CN1CCN(C2=C(Cl)C(=O)N(c3ccc(Cl)c(Cl)c3)C2=O)CC1	-0.7%	7%	-0.3%	-0.3%	-2.7	87	i	44	14%	1%	17µM*
COc1ccc(C(=O)C2CCCN(C(=O)CCc3scnc3C)C2)c(C)c1 (stereo not given)	-1.8%	1%	1.2%	-1.4%	-1.4	43	i	41	2%	6%	-1%
CC(=O)C1=C(O)C(=O)N(Cc2ccccc2)C1c1ccccc1F (stereo not given)	0.3%	-2%	1.2%	0.0%	-1.3	35	i	37	9%	7%	-2%
COC/C=C/C1=CC2=CC(=O)C(C)(OC(=O)c3cnc4ccccc4n3)C(=O)C2=CN1c1ccc(OC)cc1 (stereo not given)	-0.5%	0%	-0.1%	2.8%	1.5	96	i	39	8%	24%	4%
Cn1c(=O)cc(OCCCC(=O)NCc2cccnc2)c2ccccc21	0.7%	-4%	-0.2%	0.0%	-0.6	81	i	28	5%	14%	-6%
CC[C@H]1OC(=O)[C@H](C)[C@@H](O[C@H]2C[C@@](C)(OC)[C@@H](O)[C@H](C)O2)[C@H](C)[C@@H](O[C@@H]2O[C@H](C)C[C@H](N(C)C)[C@H]2O)[C@](C)(O)C[C@@H](C)C(=O)[C@H](C)[C@@H](O)[C@]1(C)O	0.1%	7%	1.6%	-9.5%	.	.	i	27	-4%	5%	1%
Nc1cc(S(=O)(=O)N2CCCCC2)ccc1Oc1ccccc1	-1.3%	-15%	-0.3%	0.1%	3.6	39	i	41	14%	3%	-7%
Cc1ccccc1Cn1cc(NC(=O)COc2ccccc2)cn1	-0.2%	14%	0.4%	0.1%	2.8	60	i	33	9%	6%	4%
Cc1cccc(Nc2nnc(SCC(=O)NC(=O)Nc3ccc4c(c3)OCCO4)s2)c1	0.3%	-16%	?	6.9%	1.6	48	i	45	2%	-3%	-4%
Cc1cccc(C)c1NC(=O)NC1CCc2ccccc21 (stereo not given)	-0.9%	-7%	1.5%	-0.6%[50 µM]	-0.2	55	i	16	4%	10%	6%
C#CCN1C=C(C(=O)OCC)C(C)NS1(=O)=O (stereo not given)	.	.	.	0.4%	0.9	98	.	.	7%	.	-5%	Dengue-2 NS5 capping pilot replicate=-0.3
COc1ccc(CC(=O)Oc2ccc(F)cc2)cc1	0.0%	7%	1.0%	0.0%	0.8	77	i	41	1%	4%	-6%
COc1ccc(CN2C(=O)c3c(c(C)n(C)c3C)C2C(=O)NC2CCC(C)CC2)cc1 (stereo not given)	-1.1%	-7%	-1.4%	0.3%	2.6	66	i	35	0%	7%	-5%
CC(C)c1nc(=S)n(-c2ccccc2)[nH]1	0.3%	0%	1.7%	-0.3%	-0.3	46	i	15	-5%	17%	-9%
Cc1nc([N+](=O)[O-])cn1CC(=O)Nc1ccc(Cl)cc1	0.4%	-1%	0.5%	0.1%	0.3	52	i	52	16%	13%	-9%
CN(C)C(=O)COc1ncnc2scc(-c3ccc(F)cc3)c12	0.2%	-8%	0.7%	0.2%	-0.2	59	i	47	-9%	4%	-3%
